Screening data: PubChem BioAssay, National Center for Advancing Translational Sciences (NCATS)
TbPYK inhibitor: T. brucei pyruvate kinase inhibition; TbPYK enzyme, Kinase-Glo Plus ATP luminescence, 45 min; 0.12% of 410,000 active; Q57TT1; Potency, µM (top dose mostly 76.8 µM), for the others: at the highest dose activity, negative = inhibition, hits mostly inhibitors; note: potency is the fitted concentration of half-maximal effect; nearly all actives have a fitted effect of over 50% in size
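Glycolytic pyruvate kinase of T. brucei was incubated with substrate, test compound and 130 uM ADP for 45 minutes at room temperature. Luminescent Kinase-Glo Plus signal was measured after 10 minutes.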
LmPK inh: blocks Leishmania mexicana pyruvate kinase activity; Q27686; purified LmPK, Kinase-Glo ATP luminescence, 1 h; Potency, µM (top dose mostly 57.5 µM), inactives show at the highest dose activity change, negative = inhibition, actives largely listed as inhibitors; 0.37% of 290,000 active; AID 1721; note: potency is the fitted concentration of half-maximal effect
Target sequence (Q27686 whole entry, looked up): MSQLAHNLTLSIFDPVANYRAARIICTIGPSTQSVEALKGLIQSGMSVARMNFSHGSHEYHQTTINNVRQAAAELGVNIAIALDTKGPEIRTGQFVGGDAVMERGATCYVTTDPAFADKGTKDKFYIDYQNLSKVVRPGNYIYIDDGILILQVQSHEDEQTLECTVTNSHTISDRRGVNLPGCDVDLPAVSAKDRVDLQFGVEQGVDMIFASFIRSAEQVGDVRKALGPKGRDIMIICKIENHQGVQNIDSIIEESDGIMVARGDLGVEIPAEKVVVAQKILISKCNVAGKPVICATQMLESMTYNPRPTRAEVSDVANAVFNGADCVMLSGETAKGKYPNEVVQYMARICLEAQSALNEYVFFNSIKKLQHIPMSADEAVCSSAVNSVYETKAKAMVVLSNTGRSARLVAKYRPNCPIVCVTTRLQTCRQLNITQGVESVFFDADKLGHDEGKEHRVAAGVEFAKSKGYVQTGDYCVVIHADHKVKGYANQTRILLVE
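Kinase-Glo luminescence read after 1 h RT reaction of 0.1 nM LmPK with 0.5 mM PEP and 0.1 mM ADP. Activity scaled between uninhibited and enzyme-free controls.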
HCMV inh: blocks human cytomegalovirus replication; HFF cells, HCMV-luciferase reporter, 72 h; active compounds read low; activity change, negative = inhibition, % at 57.5 µM; 4.5% of 410,000 active; AID 1259415; in the data active = activity change below about -60%; inconclusive = no clear call, values can overlap the other calls; inactive = above about -39%
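Two compound doses tested in HFFs infected with HCMV-luciferase, MOI 1 PFU/cell, 72 h at 37C. Lysate luminescence read with OneGlo; data normalized against buffer-only and 10uM Salinomycin inhibitor controls.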
AMA1 RON2 block: disrupts binding of P. falciparum AMA1 to RON2; AlphaScreen AMA1-biotinylated RON2 peptide binding; Potency, µM (highest dose often 58.2 µM), without a hit: at the highest dose activity change, negative = inhibition, actives largely listed as inhibitors; 0.2% of 360,000 active;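 note: potency is the fitted concentration of half-maximal effect; 0% = vehicle wells and -100% = peptide control; nearly all actives have a fitted effect of over 45% in size; some results filed as inactive show a strong effect at the top dose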
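AMA1 (3D7) with his tag at 25 nM final met compounds first, then biotinylated RON2 peptide at 25 nM; detection used donor plus acceptor beads, 10 µg/mL apiece, read by AlphaScreen after 30 min at room temperature.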
AmpC inh detg: blocks E. coli AmpC beta-lactamase in detergent assay; P00811; AmpC hydrolysis of nitrocefin, absorbance 480 nm, 0.01% Triton; Potency, µM (top dose mostly 114 µM), inactives show at the highest dose activity change, negative = inhibition, usual class: inhibitors; 0.041% of 370,000 active;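 note: potency is the fitted concentration of half-maximal effect; 0% = no-compound wells and -100% = no-enzyme wells; nearly all actives have a fitted effect of over 25% in size; some results filed as inactive show a strong effect at the top dose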
Target sequence (P00811 whole entry, looked up): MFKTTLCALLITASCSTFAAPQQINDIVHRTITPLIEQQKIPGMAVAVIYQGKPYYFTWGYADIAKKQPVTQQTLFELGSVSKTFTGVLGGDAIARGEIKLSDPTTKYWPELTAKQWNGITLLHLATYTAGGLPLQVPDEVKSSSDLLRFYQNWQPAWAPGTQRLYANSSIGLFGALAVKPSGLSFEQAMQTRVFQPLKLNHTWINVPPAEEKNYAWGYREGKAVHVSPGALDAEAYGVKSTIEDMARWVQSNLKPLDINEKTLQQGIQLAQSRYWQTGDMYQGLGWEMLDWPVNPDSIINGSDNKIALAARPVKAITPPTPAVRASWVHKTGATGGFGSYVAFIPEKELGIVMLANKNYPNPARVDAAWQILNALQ
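AmpC (5.3 nM in the dispensed reagent) in 20 mM phosphate pH 7.0 with 0.01% (detergent screen) or 0.0001% Triton X-100 was preincubated with compounds for 15 min at room temperature. Nitrocefin was then added from an 800 uM solution, and hydrolysis was followed at 480 nm.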
AmpC inh no detg: inhibitors of E. coli AmpC beta-lactamase without detergent. 0.52% of 330,000 active. Potency, µM (series often up to 57.1 µM), without a hit: at the highest dose activity change, negative = inhibition, usual class: inhibitors. AmpC nitrocefin hydrolysis, absorbance 480 nm, 0.0001% Triton;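 note: potency is the fitted concentration of half-maximal effect; plate controls were no compound for no effect and no enzyme for full effect; nearly all actives have a fitted effect of over 20% in size; some results filed as inactive show a strong effect at the top dose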
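AmpC (5.3 nM in the dispensed reagent) in 20 mM phosphate pH 7.0 with 0.01% (detergent screen) or 0.0001% Triton X-100 was preincubated with compounds for 15 min at room temperature. Nitrocefin was then added from an 800 uM solution, and hydrolysis was followed at 480 nm.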
Sm TGR inh: inhibitors of Schistosoma mansoni thioredoxin glutathione reductase. Q962Y6. purified TGR, DTNB reduction, TNB absorbance 405 nm. Potency, µM (top dose mostly 114 µM), inactives show at the top dose activity change, negative = inhibition, actives largely listed as inhibitors. 3% of 360,000 active. AID 485364; note: potency is the fitted concentration of half-maximal effect; nearly all actives have a fitted effect of over 60% in size
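TGR 20 nM + NADPH 100 uM (dispensed conc.), cpd preinc 15 min RT; start with NADPH (500 uM addition) then DTNB (15 mM addition). Kinetic TNB absorbance, 405 nm filter. Four-parameter Hill fit across titration.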
Numbers without * were called inactive; ? = inconclusive; · = not tested or not shown; [ ] = another dose, or the depositor's remark. Unless noted, calls come from the whole dose curve; as a rule, active = well fitted curve in the direction sought with a large enough effect; inconclusive = small, poorly fitted or top-dose-only effect, or another doubt; inactive = no such curve, though single readings can be large; an effect the other way counts as inactive or inconclusive. Unless noted, % is set by controls: 0 for no effect and ±100 for the full control effect.

The first 3 compounds as a preview:
mol | Sm TGR inh | LmPK inh | AmpC inh no detg | AMA1 RON2 block | TbPYK inhibitor | HCMV inh | AmpC inh detg
O=c1[nH]c(=O)n(C(c2ccccc2)c2ccccc2)cc1Br | -3% | -1% | -33% | -16% | 0% | -38 | 3%
Cc1nnsc1C(=O)NC1CCCc2c1cnn2-c1cc(F)cc(F)c1 (stereo not given) | 2% | -1% | 14% | 3% | -12% | 79 | -7%
Cc1ccc(S(=O)(=O)N(c2cccc(C(F)(F)F)c2)C2C=CS(=O)(=O)C2)cc1 (stereo not given) | -1%[11.4 µM] | 8% | 24% | 0% | 0% | -37 | ?

The list itself (from the top)
mol | Sm TGR inh | LmPK inh | AmpC inh no detg | AMA1 RON2 block | TbPYK inhibitor | HCMV inh | AmpC inh detg
O=c1[nH]c(=O)n(C(c2ccccc2)c2ccccc2)cc1Br | -3% | -1% | -33% | -16% | 0% | -38 | 3%
Cc1nnsc1C(=O)NC1CCCc2c1cnn2-c1cc(F)cc(F)c1 (stereo not given) | 2% | -1% | 14% | 3% | -12% | 79 | -7%
Cc1ccc(S(=O)(=O)N(c2cccc(C(F)(F)F)c2)C2C=CS(=O)(=O)C2)cc1 (stereo not given) | -1%[11.4 µM] | 8% | 24% | 0% | 0% | -37 | ?
CC1CCCN(c2nc3nonc3nc2N2CCCC(C)C2)C1 (stereo not given) | 5% | 7% | -25% | -6% | 2% | -10 | -12%
COC(C[C@H]1O[C@@H]1[C@H](O)COCc1ccccc1)OC | 11% | -4% | -13% | 5% | -5% | -8 | -1%
COC(=O)CC1Oc2ccccc2N(Cc2ccc(C)cc2)C1=O (stereo not given) | -17% | 4% | 3% | 16% | -13% | 42 | 1%
COc1ccc(-n2nc(C(=O)NCC(=O)N(C)Cc3ccccc3)c3ccccc3c2=O)c(OC)c1 | -14% | -3% | 18% | 10% | -2% | -29 | ?
COc1ccc(C(=O)N2CCc3[nH]nc(-c4ccccc4)c3C2)cc1 | 1% | 4% | 13% | 0% | 4% | -11 | ?
CCCCCOc1ccc(C2c3c(oc4ccccc4c3=O)C(=O)N2c2nc(C)c(C)s2)cc1OCC (stereo not given) | -1% | · | · | · | 32%[activator] | -13 | 18%
COc1ccc(NC(=O)COC(=O)c2cc([N+](=O)[O-])ccc2N2CCOCC2)cc1 | -16% | 0% | -3% | -18% | -10% | 40 | -9%
CCc1ccc(C(C)NC(=O)/C(C#N)=C\c2cn[nH]c2-c2ccccc2)cc1 (stereo not given) | 0% | 0% | · | -8% | 2% | -22 | 5%
O=C(Cn1cnc2ccccc2c1=O)Nc1nc2ccccc2s1 | · | 1% | -12% | -12% | -1% | 5 | 2%
C[C@@H](C(O)c1ccccc1)N(C)C(=O)CCc1ccccc1 (stereo not given in full) | ? | 15% | 3% | 5% | 1% | 4 | ?
CC(C)(C)c1ccc(C(=O)NCC(=O)N2CCCC2)cc1 | 1% | 8% | 1% | -2% | 3% | 5 | -10%
Cc1ccc(NCc2ccccc2OCc2ccccc2F)cc1 | -3% | -2% | -21% | ? | 4% | 10 | -6%
C/C(Cn1ncc(N2CCOCC2)c(Cl)c1=O)=N\O | -10% | 1% | -8% | 1% | -9% | 9 | ?
COc1ccc(S(=O)(=O)N(C)C[C@H]2OCc3cnnn3CCCC(=O)N([C@H](C)CO)C[C@H]2C)cc1 | · | · | · | 21% | -1% | 10 | ·
COc1ccccc1CN1CCC(n2nccc2NC(=O)c2ccccc2Cl)CC1 | -11% | -1% | 2% | -5% | 1% | -10 | -7%
COc1ccccc1C1(CCN=Cc2ccc(N(C)C)cc2)CCOC(C)(C)C1 (stereo not given) | 4% | -7% | 9% | -13% | -5% | -10 | 0%
CCOC(=O)c1sc2cc([N+](=O)[O-])cc(SCC(=O)OC)c2c1N | -3% | -2% | -24% | ? | ? | 8 | -6%
O=C(NCCCN1CCOCC1)C(=O)NCc1ccccc1Cl | 1% | 0% | -5% | 18% | -2% | 37 | -5%
Cc1nn(Cc2ccccc2Cl)c(Cl)c1C(=O)OCC(=O)NCc1ccco1 | -26% | 2% | -10% | 34%[activator] | -3% | -20 | ?
O=C(COC(=O)Cn1[nH]c(=O)c2ccccc2c1=O)Nc1ncc(Cl)cc1Cl | -32% | · | -29% | -19% | -3% | 2 | 0%
O=C(NCCCn1ccnc1)C(=O)NCC(c1cccnc1)N1CCN(c2ccccc2)CC1 (stereo not given) | -2% | 1% | 11% | -3% | 7% | -1 | -16%
NCCc1ccn[nH]1 | 2% | · | -7% | 0% | -2% | -67* | 0%
CCn1c(SCC(=O)Nc2ccccc2C(=O)OC)nc2ccsc2c1=O | 10% | · | · | · | 5% | -35 | 8%
O=C1NC(=O)N(Cc2ccccc2)C1=O | 31% | -2% | 5% | 6% | -3% | -13 | -4%
Cc1cc(N2C(=O)C(O)=C(C(=O)c3cc4ccccc4o3)C2c2cccc(Br)c2)no1 (stereo not given) | -32% | 5% | -45% | 50%[activator] | 1% | -33 | -5%
COc1ccc(NC(=S)NNC(=S)Nc2cccc(C(F)(F)F)c2)cc1 | 2% | 6% | -33% | ? | -11% | -76* | 14%
COCCOC(=O)c1c(C)n(C)c2ccc(OC(=O)c3ccco3)cc12 | 7% | 5% | -12% | -4% | -24% | -9 | 2%
COc1cc(/C=C2\SC(=O)N(CC(=O)Nc3ccc(C)cc3)C2=O)cc(Cl)c1OCC(=O)O | 4% | 7% | -25% | 56%[activator] | 0% | 0 | -9%
CCOc1ccc(CN2CCN(Cc3ccsc3)C(CCO)C2)cc1CO (stereo not given) | -1%[57.1 µM] | -11% | -11% | -29% | -6% | 3 | 0%
CC1CCC(N2CCN(C(=O)COc3ccccc3)CC2)CC1 (stereo not given) | -13% | -2% | 4% | -25% | -10% | -18 | -8%
O=C(NC(=S)Nc1ccccn1)c1ccc(-c2ccccc2)cc1 | -5% | -14% | -28% | 88%[activator] | -6% | -20 | -5%
COc1ccc(C(C#N)CC(=O)c2ccc(OC)c(OCc3ccccc3)c2)cc1OC (stereo not given) | · | · | · | -4% | -8% | -70* | ·
Cc1nn(CC(C)C)c(Cl)c1C(=O)O | 9% | -5% | -20% | -18% | -3% | 8 | -17%
Cc1c(NC(=O)c2cccc(NC(=O)C(C)Oc3ccccc3)c2)c(=O)n(-c2ccccc2)n1C (stereo not given) | · | · | · | 3% | -7% | -12 | ·
C=CCNC(=S)/N=C/c1c(O)[nH]c(=O)[nH]c1=O | · | 0% | -2% | -6% | -3% | ? | 4%
Cc1ccccc1CSc1nnnn1-c1ccc(C(N)=O)cc1 | 2% | -2% | -23% | 11% | 10% | -27 | -12%
CCOc1ccc(C(CC(=O)O)n2cnnn2)cc1OC (stereo not given) | 3% | -2%[11.5 µM] | -29% | 3% | -23% | -29 | -5%
COc1cc(-c2ccc3cc(OC)c(OC)c(OC)c3c2)cc(OC)c1OC | · | · | · | -8% | 2% | 7 | ·
COc1ccccc1S(=O)(=O)Nc1ccc2cn[nH]c2c1 | ? | 0% | -25% | 1% | 3% | 23 | -18%
Cn1c(=O)c2c(nc(SCC(=O)NCc3ccc4c(c3)OCO4)n2Cc2ccccc2)n(C)c1=O | 5% | 4% | -3% | -6% | 0% | -18 | ?
O=C(CN1CCN(S(=O)(=O)c2ccc(F)cc2)CC1)Nc1ccc(Cl)c(C(F)(F)F)c1 | 5% | 0% | 37% | 10% | -12% | -39 | -19%
Cc1ccc(-c2nc(SCC(=O)NCC3CCCO3)c(-c3ccc(Cl)cc3)[nH]2)cc1 (stereo not given) | -2% | 2% | -10% | -1% | -13% | 7 | -11%
Cc1c(C(=O)NCc2ccccc2)sc2nc3n(c(=O)c12)CCCCC3 | ? | · | · | · | 2% | ? | 5%
COc1ccc(C(=O)CSc2nnc(C3CCCCC3)n2N)c(OC)c1 | 4% | 2% | 50% | 8% | -18% | 5 | 3%
COc1ccc(CNC(=O)[C@H](C)NC(=O)C2CCN(S(=O)(=O)c3ccccc3)CC2)cc1 | 9% | 3% | 51% | -1% | -2% | -23 | 2%
O=C(N/N=C/c1c(Nc2cccc(C(F)(F)F)c2)nc2ccccn2c1=O)c1ccccc1[N+](=O)[O-] | 1% | 1% | -18% | 18% | -3% | -17 | -7%
COC(=O)CSc1cccc2c1C(=O)CC2c1ccccc1 (stereo not given) | -1% | 1% | -9% | -5% | -3% | 2 | -1%

Entries of single compounds, looked up by structure.
`COc1ccccc1S(=O)(=O)Nc1ccc2cn[nH]c2c1` is listed with Sm TGR inh = ?; LmPK inh = 0%; AmpC inh no detg = -25%; AMA1 RON2 block = 1%; TbPYK inhibitor = 3%; HCMV inh = 23; AmpC inh detg = -18%
`Cc1ccc(-c2nc(SCC(=O)NCC3CCCO3)c(-c3ccc(Cl)cc3)[nH]2)cc1` (stereo not given) is listed with Sm TGR inh = -2%; LmPK inh = 2%; AmpC inh no detg = -10%; AMA1 RON2 block = -1%; TbPYK inhibitor = -13%; HCMV inh = 7; AmpC inh detg = -11%

(continued)
mol | Sm TGR inh | LmPK inh | AmpC inh no detg | AMA1 RON2 block | TbPYK inhibitor | HCMV inh | AmpC inh detg
O=C(CCn1cccc1)Nc1nccs1 | ? | -4% | -7% | 0% | -5% | -28 | -4%
Cc1cc(C)n2nc(SCCCC(=O)c3ccc(F)cc3)nc2n1 | -16% | 2% | -12%[11.4 µM] | 4% | 2% | 49 | -11%
CN1CCN(c2ccc(NC(=S)NC(=O)c3cccc4ccccc34)cc2)CC1 | -25% | 8% | 24% | -25% | 5% | 0 | -12%
COCC(=O)Nc1ccc(S(=O)(=O)NCCc2ccccc2)cc1 | 4% | 5% | -23% | 0% | -10% | 14 | -11%
CCOC(=O)c1c(C)[nH]c(C)c1C(=O)COC(=O)c1nc2nccc(C)n2n1 | 37%[activator] | 0% | -10% | -2% | 0% | 14 | -5%
Cc1ccc(S(=O)(=O)N(C)CC(=O)Nc2cc(C)ccn2)cc1 | -4% | · | -28% | -2% | -5% | 8 | ?
CNC(=O)c1c[nH]n2c(=O)c(Cc3ccccc3F)c(C)nc12 | 4% | 6% | -13% | -3% | 1% | 137 | ?
Cc1ccc(F)cc1NC(=O)CSc1ncccn1 | 1% | 0% | -16% | 19% | 2% | -22 | -5%
C#C[C@]1(O)CC[C@H]2[C@@H]3CCC4=CC(=O)CC[C@@H]4[C@H]3CC[C@@]21C | · | · | · | 4% | -7% | 14 | ·
